# SMARCA2 activ: SMARCA2 function activation, primary screen. hit rate 1% among 370,000. activation, % at 9.1 µM. MG213 cells, MMTV-luciferase reporter, dexamethasone, overnight. AID 652017; in the data active = activation above about 7.8%;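 also: 0% = vehicle wells and 100% = reference activator wells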
# PLC-gamma1 inh: blocks human PLC-gamma1 enzyme activity; P19174; purified PLC-gamma1, fluorogenic substrate, fluorescence; inhibition, % at 12.2 µM; hit rate 0.84% among 370,000; AID 720700; in the data active = inhibition above about 9.5%
# DAX1 inh-1: blocks DAX1 repression of SF-1 activated StAR promoter; HEK293T StAR-luciferase reporter, SF-1/DAX-1 repression relief; inhibition, % at 6.8 µM; hit rate 1.1% among 370,000; AID 652010;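 active = inhibition above the mean over all tested compounds plus 3 SD, cut at about 3.6% in these data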;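 also: 0% = DAX-1 cells with DMSO and 100% = cells lacking DAX-1 with DMSO; higher inhibition means more luminescence from relief of DAX-1 repression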
# hgDAF-12 ag: agonists of H. glycines DAF-12 nuclear receptor; activation, % at 6.8 µM; AID 687014; HEK293 GAL4-hgDAF12 UAS-luciferase reporter, agonist luminescence; normalized to butyrate control; hit rate 1.8% among 370,000;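 active = activation above a cutoff set at the mean of all screened compounds plus 3 SD, cut at about 10% in these data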;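 also: 0% = DMSO wells and 100% = sodium butyrate wells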
# Rev-erbA mod: Rev-erb alpha (human) modulation | P20393 | Rev-erbα–FITC-DNA binding, fluorescence polarization, 90 min | activity, % at 10 µM | hit rate 0.79% among 370,000 | AID 1259318;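 active = activity above about 14%, limit read from the data; passing the limit was not always enough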;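 also: 0% = DMSO wells with 35 nM protein and 100% = DMSO wells with 750 nM protein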
# hcDAF12 agonist: H. contortus DAF-12 activation, primary screen; AID 652067; activation, % at 6.8 µM; HEK293 hcDAF-12 lit1-tk-luc reporter, luminescence; 0% DMSO, 100% Δ7-dafachronic acid; hit rate 1.4% among 370,000;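 active = activation above the mean of all tested compounds plus 3 SD, cut at about 5.5% in these data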;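 also: 100% = response to 3 µM Δ7-dafachronic acid high control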
# MBD2 DNA inh: inhibitors of human MBD2 binding to methylated oligonucleotide; AID 686964; Q9UBB5; hit rate 0.31% among 370,000; TR-FRET; inhibition, % at 4.4 µM; in the data active = inhibition above about 13%
# ssDAF12 agonist: S. stercoralis DAF-12 activation, primary screen; HEK293 ssDAF-12/GRIP1 lit1-tk-luc reporter, luminescence; % of 3 µM dafachronic acid response; activation, % at 6.8 µM; hit rate 1% among 370,000; AID 652126;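 active = activation above the mean over all tested compounds plus 3 SD, cut at about 0.9% in these data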;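 also: 0% = DMSO-only wells and 100% = 3 µM delta7-dafachronic acid wells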
# ADAM17 inh: inhibits human ADAM17. hit rate 0.83% among 370,000. AID 720648. inhibition, % at 6.95 µM. recombinant ADAM17, EDANS/DABCYL FRET peptide cleavage;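 active = inhibition above the mean of compounds lying between control limits plus 3 SD, set per campaign, cut at about 8.5% in these data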;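 also: 0% = DMSO-only wells as the low control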
# PLCb3 inh: blocks human PLC-beta3 enzyme activity; Q01970; Purified PLC-beta3, fluorogenic substrate, fluorescence; inhibition, % at 12.2 µM; hit rate 0.18% among 370,000; in the data active = inhibition above about 11%;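 also: 0% = median of compound wells on plate and 100% = full blocker control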
# Target sequence (Q01970 whole entry, looked up): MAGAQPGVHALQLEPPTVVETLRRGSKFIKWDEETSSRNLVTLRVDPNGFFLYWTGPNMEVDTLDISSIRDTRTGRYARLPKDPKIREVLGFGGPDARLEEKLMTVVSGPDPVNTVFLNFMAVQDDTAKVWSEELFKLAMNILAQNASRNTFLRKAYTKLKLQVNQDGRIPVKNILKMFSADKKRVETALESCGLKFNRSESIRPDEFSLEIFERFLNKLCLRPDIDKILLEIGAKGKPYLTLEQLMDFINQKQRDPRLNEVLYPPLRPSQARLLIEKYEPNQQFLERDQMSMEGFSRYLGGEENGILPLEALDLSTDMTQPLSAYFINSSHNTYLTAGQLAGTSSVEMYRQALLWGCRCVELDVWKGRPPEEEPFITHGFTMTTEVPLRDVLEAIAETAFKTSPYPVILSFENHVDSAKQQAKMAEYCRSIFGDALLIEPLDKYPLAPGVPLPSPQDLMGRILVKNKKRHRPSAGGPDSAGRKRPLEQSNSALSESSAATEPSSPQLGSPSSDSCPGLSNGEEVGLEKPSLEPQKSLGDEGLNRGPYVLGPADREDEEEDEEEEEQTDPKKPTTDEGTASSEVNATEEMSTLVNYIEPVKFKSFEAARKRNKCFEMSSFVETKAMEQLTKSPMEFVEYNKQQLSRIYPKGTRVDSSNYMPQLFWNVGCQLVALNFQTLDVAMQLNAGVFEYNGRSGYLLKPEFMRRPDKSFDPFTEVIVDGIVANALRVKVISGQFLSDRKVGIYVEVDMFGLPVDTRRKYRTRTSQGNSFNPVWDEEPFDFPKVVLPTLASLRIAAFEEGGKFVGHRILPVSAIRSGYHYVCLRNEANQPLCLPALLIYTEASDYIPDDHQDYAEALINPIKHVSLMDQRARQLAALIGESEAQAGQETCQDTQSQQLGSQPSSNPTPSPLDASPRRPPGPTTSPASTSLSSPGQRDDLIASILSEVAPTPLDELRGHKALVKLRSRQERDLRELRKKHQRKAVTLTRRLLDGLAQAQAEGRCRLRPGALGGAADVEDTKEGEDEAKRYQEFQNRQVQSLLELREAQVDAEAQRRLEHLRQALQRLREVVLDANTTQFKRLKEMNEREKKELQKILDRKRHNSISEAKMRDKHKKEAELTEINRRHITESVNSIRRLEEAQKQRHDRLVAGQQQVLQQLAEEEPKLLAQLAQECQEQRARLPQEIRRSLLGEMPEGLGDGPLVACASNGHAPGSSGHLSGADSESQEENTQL
# DAX1 inh-2: inhibitors of human orphan nuclear receptor DAX1 (NR0B1). hit rate 0.99% among 340,000. inhibition, % at 6.75 µM. AID 504766. HEK293 Gal4-DAX1 luciferase reporter, luminescence. P51843;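 active = inhibition above the mean over all tested compounds plus 3 SD, cut at about 4.2% in these data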;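 also: 0% = DAX1-transfected cells with DMSO and 100% = empty-vector control cells with DMSO; inhibition shows as a rise in luminescence from relieved DAX1 repression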
# Numbers without * were called inactive; i = inactive; · = not tested or not shown. The order is random, and some 7.4% of all compounds hit somewhere here.
SMILES,SMARCA2 activ,PLC-gamma1 inh,DAX1 inh-1,hgDAF-12 ag,Rev-erbA mod,hcDAF12 agonist,MBD2 DNA inh,ssDAF12 agonist,ADAM17 inh,PLCb3 inh,DAX1 inh-2
O=c1ccn(-c2cccc(C(F)(F)F)c2)nc1-c1ccn(-c2ccccc2F)n1,0.6,0.9,-0.6,-3.5,-11.4,-2.1,0.6,-2.5,-0.5,1.4,-1.0
COC(=O)C[C@H]1CC[C@@H]2[C@H](COc3ccc(NS(C)(=O)=O)cc3C(=O)N2C)O1,-2.1,-0.7,0.0,-1.4,5.3,-2.5,1.7,-1.3,-5.2,0.0,·
COc1ccc(C(=O)N/N=C/c2cc3ccccc3[nH]c2=S)cc1,-3.3,-9.5,-0.8,-0.4,-1.5,0.0,-13.4,-0.8,-8.2,-13.1,-1.6
Cc1ccc(S(=O)(=O)N2CCOCC2)cc1NC(=O)CNCc1cccnc1,-2.2,-1.5,-0.4,1.2,-5.9,-1.2,-8.2,-1.0,-1.8,5.3,-1.8
CCCOc1ccc(N2CC(C(=O)Nc3ccccc3C(=O)NC)CC2=O)cc1 (stereo not drawn),0.4,1.4,-0.3,3.6,-0.8,-0.1,1.4,-1.4,-2.8,-6.5,-0.3
O=C(CCCc1ccccc1)Nc1nnc(C(F)(F)F)s1,-2.7,-2.0,-0.9,-3.2,5.9,0.2,3.5,-1.3,-4.2,-7.4,-1.1
Cc1onc(-c2c(F)cccc2Cl)c1C(=O)Nc1ccc(S(=O)(=O)Nc2ncccn2)cc1,-0.2,3.6,-0.1,0.7,0.6,0.8,3.4,-0.7,3.1,4.6,-0.4
CCOC(=O)N1CCN(C(=O)C(c2ccccc2)c2ccccc2)CC1,0.2,1.9,-0.5,-0.6,1.2,-1.1,-6.5,-1.1,1.1,1.4,0.8
COc1ccc(C2CC(=O)Oc3cc(OC)c(OC)c(OC)c32)cc1 (stereo not drawn),-3.4,-1.0,0.5,-1.5,0.2,-1.5,-0.3,-1.2,-0.8,-1.4,0.1
COc1ccc(-c2nc3n(n2)C(c2ccccc2)C2=C(CCCC2=O)N3)cc1OC (stereo not drawn),-1.4,-1.6,-0.6,-2.4,1.8,-2.8,-5.4,-1.6,-8.5,-2.9,0.4
Fc1ccccc1NC(=S)N(CCCN1CCOCC1)Cc1cccnc1,5.0,-0.4,-1.3,3.6,-6.1,-0.5,2.9,-1.9,-1.2,-5.4,1.1
CC(C)(C)S(=O)N1Cc2cc(CO)cc(CCO)c2[C@@H]1CCO (stereo partly drawn),5.7,-1.2,1.1,3.3,-1.0,1.6,-6.9,-1.9,3.8,-2.6,-0.4
O=C(C1CCCCC1)N1C[C@@H](n2cc(-c3ccc(F)cc3)nn2)[C@H](O)C[C@@H]1c1ccc(Cl)cc1,-2.6,3.5,-0.2,-0.1,-2.9,0.2,-6.3,-1.6,4.5,0.4,1.0
O=[N+]([O-])c1ccccc1OCCCOc1cccc2cccnc12,1.5,-1.0,0.6,4.6,-0.4,-1.8,7.3,-1.4,-4.0,-0.2,3.4
Cc1nc2c(-c3ccc(F)cc3)c(C)nn2c(C)c1CCC(=O)N1CCN(c2ccccn2)CC1,-2.5,-16.7,0.0,0.2,-5.4,0.7,-5.5,-1.4,-1.0,-17.8,1.2
CCOc1ccc(S(=O)(=O)NCCN2CCOCC2)c2ccccc12,-1.3,4.0,0.3,-0.2,-7.4,-1.7,-5.7,-1.0,0.4,-3.8,-1.7
CCN1CCN(C(=O)C(C)Nc2cc(Cl)c(OC)cc2OC)CC1 (stereo not drawn),-0.2,0.1,0.8,-3.9,9.3,-0.3,-2.0,-1.9,-3.7,7.9,-0.5
Cc1ccccc1NC(=O)c1ccc(-c2ccc(Cl)cc2Cl)o1,2.4,-12.3,0.4,0.3,1.2,0.1,2.1,-1.2,-1.0,-15.0,0.3
S=C(Nc1ccc(Cl)cc1)NC1CC2CCCC(C1)N2C1CCCC1 (stereo not drawn),0.3,1.6,-0.2,1.9,6.7,-1.1,-2.9,-1.1,1.4,2.2,-0.6
CC1=NN(C(=O)CCc2ccc3c(c2)OCO3)C(O)(C(F)(F)F)C1 (stereo not drawn),-0.5,5.7,-0.6,-0.7,-4.8,-0.9,2.0,9.7*,1.0,3.0,0.7
C[C@@H]1COc2cc(Br)ccc2S(=O)(=O)N1Cc1cn(CCC2OCCCO2)nn1,-1.3,-0.8,0.1,-3.6,-1.2,-1.5,6.4,-1.9,-2.9,-3.0,·
CN(C)S(=O)(=O)c1ccc(N2C(=O)CC2(/C=C/c2ccccc2)C(=O)NC2CCCC2)cc1 (stereo not drawn),-1.6,-2.0,-0.2,3.6,0.7,-2.4,9.4,-0.6,1.0,-2.6,0.1
O=C(Nc1ccccc1)C1CC(=O)n2ncnc2N1 (stereo not drawn),-2.6,2.0,-0.4,1.8,-0.5,-1.1,-0.8,-1.6,-0.9,2.2,0.0
O=S(=O)(NCCN1CCCC1)c1ccc(C(F)(F)F)cc1,-3.5,-0.4,0.8,0.2,-3.0,-0.4,1.3,-0.2,-5.2,-4.5,1.9
COc1ccccc1NC(=O)c1cc2ccccc2o1,7.7,-4.4,1.7,13.7*,-1.9,16.5*,-1.8,1.9*,-2.8,-4.9,3.1

# Shown as a hit in ssDAF12 agonist (from the list above):
Compound	SMARCA2 activ	PLC-gamma1 inh	DAX1 inh-1	Rev-erbA mod	hcDAF12 agonist	MBD2 DNA inh	ssDAF12 agonist	ADAM17 inh	PLCb3 inh	DAX1 inh-2
CC1=NN(C(=O)CCc2ccc3c(c2)OCO3)C(O)(C(F)(F)F)C1 (stereo not drawn)	-0.5	5.7	-0.6	-4.8	-0.9	2.0	9.7*	1.0	3.0	0.7
COc1ccccc1NC(=O)c1cc2ccccc2o1	7.7	-4.4	1.7	-1.9	16.5*	-1.8	1.9*	-2.8	-4.9	3.1

# (continued)
SMILES,SMARCA2 activ,PLC-gamma1 inh,DAX1 inh-1,hgDAF-12 ag,Rev-erbA mod,hcDAF12 agonist,MBD2 DNA inh,ssDAF12 agonist,ADAM17 inh,PLCb3 inh,DAX1 inh-2
Cc1ccc(C(=O)O)cc1-n1c(=O)n(Cc2ccccc2)c(=O)c2[nH]cnc21,-0.6,3.6,-0.2,0.2,7.2,-0.1,-6.1,-1.5,-3.4,-1.1,-1.0
O=C(Nc1sc2c(c1-c1nc3ccccc3[nH]1)CCCC2)C1CC1,-3.2,i,-1.2,4.8,4.9,3.3,-0.7,-0.1,-88.8,i,-1.2
CCN(CC)CCNC(=O)c1ccc(NC(=O)c2ccc(COc3ccccc3)cc2)cc1,-0.6,2.9,-0.2,-1.9,4.0,-1.8,7.7,-1.1,-1.8,-6.5,-0.1
COc1cccc(CNC(=O)COc2cccc(-n3cnnn3)c2)c1,-0.3,-3.0,0.4,2.3,5.5,0.5,-1.5,-0.8,-0.6,-5.1,-0.7
CC(C)OC(=O)c1cccc(NC(=O)CSc2nnc(N)s2)c1,-4.3,1.1,0.2,-0.2,-4.9,1.3,3.7,-1.5,-6.4,-2.6,0.3
CCOC(=O)C1CCN(c2c(NCc3ccc(C(=O)NC4CCCC4)cc3)c(=O)c2=O)CC1,-2.3,2.1,1.2,-2.4,-3.8,-0.7,-3.9,-1.2,0.3,3.2,0.2
CSCCC1NC(=O)N(CC(=O)Nc2ccc(Br)cc2Br)C1=O (stereo not drawn),2.3,4.8,1.1,0.0,-5.3,-1.0,1.9,-1.1,-0.5,-2.4,1.0
Cc1cccc(-n2cc[nH]c2=S)c1C,-3.4,3.4,0.0,1.6,0.1,3.0,-1.9,-1.0,5.5,1.9,-0.7
COC(=O)c1ccc(CNC(=O)CN(CCC(C)C)S(=O)(=O)c2ccc3c(c2)OCCO3)cc1,-1.4,-2.5,-0.3,0.0,4.0,-2.1,1.5,-1.0,1.6,-1.3,-0.8
O=C(COC(=O)CCC(=O)c1ccc(F)cc1)Nc1cccc(S(=O)(=O)N2CCCC2)c1,0.5,3.8,0.6,0.8,5.9,-2.0,0.2,-1.4,-0.2,-4.1,2.1
COc1cc[n+]([O-])cc1[N+](=O)[O-],1.2,-0.3,0.0,0.3,3.6,-0.9,-0.8,-0.6,-2.9,4.6,0.4
FCc1nc2nc(Cl)c(Cl)nc2[nH]1,1.9,-2.0,-0.5,-1.5,1.2,-1.2,2.9,-1.0,-11.7,0.8,0.6
Cc1ccc(S(=O)(=O)CC(=O)N2CCOCC2)cc1,-0.9,-0.9,2.6,-0.8,1.6,-0.5,-5.1,-1.3,-7.0,-3.8,1.7
CCCC1(C(=O)OCC)NC(c2ccco2)C2C(=O)N(C)C(=O)C21 (stereo not drawn),-1.0,-2.2,0.8,-1.4,-3.7,-1.4,0.6,-2.4,-3.2,-0.1,0.2
Cc1ccc(C(=O)Nc2nnc(-c3ccncc3)s2)o1,4.9,-3.6,0.3,2.0,1.1,-0.1,2.9,-0.8,-9.0,-7.3,2.0
COc1ccc(/C=C2\CC3(OC(=O)c4ccc(F)cc4)CCCN2C3)cc1 (stereo not drawn),-3.1,-0.2,-0.7,-1.1,-0.5,2.6,-2.2,-0.5,3.1,-1.3,·
Nc1nc2c(nc(Br)n2[C@@H]2O[C@@H]3COP(=O)(O)O[C@H]3[C@H]2O)c(=O)[nH]1,-1.3,0.5,1.1,-1.7,-3.7,-1.8,3.6,-0.9,-3.0,0.8,-0.4
Cc1cc(C(=O)N/N=C/c2cccn2C)n[nH]1,-0.5,1.6,0.7,3.5,0.3,1.7,-0.4,-0.9,0.8,0.8,-0.5
O=C(NCCCN1CCOCC1)c1ccccc1NS(=O)(=O)c1ccc(F)cc1,2.0,-3.2,-0.2,-1.4,0.3,-1.9,-4.3,-1.3,-4.1,-6.0,3.4
Cc1ccccc1OCCCC(=O)Nc1ccc2c(c1)OCO2,0.2,-2.3,-0.1,-1.0,-3.7,-0.3,-3.4,-1.2,0.4,-0.4,3.2
CCOC(=O)[C@@H]1[C@H]2COc3cc(OC)ccc3[C@@H]2N2C(=O)N(c3cccc(F)c3)C(=O)[C@]12C,0.2,-3.0,0.2,0.3,-0.1,2.3,5.3,-1.1,-1.0,2.4,0.1
Cc1ccc(S(=O)(=O)N2CCN(CCc3ccncc3)CC2)cc1,2.0,2.9,0.2,-2.2,-2.8,-0.4,0.8,-0.7,-2.0,-0.5,0.1
Cc1cccc(C)c1OCC(O)CNC(C)c1ccccc1 (stereo not drawn),-5.1,1.4,-0.8,-2.6,-3.6,-1.4,-2.1,-1.4,-5.3,1.2,-2.0
Cc1cc(N2CCN(C(=O)c3ccoc3)CC2)n2nc(-c3ccccc3)cc2n1,0.0,-38.3,-3.6,-5.3,-12.1,-3.4,0.7,-1.8,-14.9,-55.9,-2.1
COc1cccc(N2C(=O)C(O)=C(C(C)=O)C2c2ccc(OC)c(OC)c2)c1 (stereo not drawn),-4.9,-59.8,0.6,-2.3,1.0,-0.9,0.1,-0.9,8.3,-92.8,-0.6
CC(C(=O)NCc1cccs1)N1CCN(S(=O)(=O)c2ccc3c(c2)OCCCO3)CC1 (stereo not drawn),-2.2,0.3,-1.1,2.5,7.5,0.6,-4.2,-1.6,3.0,2.0,3.0
O=c1oc(-c2ccccc2NS(=O)(=O)c2ccccc2)nc2ccccc12,-2.8,-111.0,0.1,-1.7,1.7,-0.8,-3.5,-0.8,-1.1,-112.9,-0.7
Cc1cc2c(cc1C)N(C(=O)CCl)CCN2C(=O)CCl,-0.8,-3.7,-1.8,-2.8,-7.9,0.0,-1.9,-0.8,-0.4,-7.7,0.4
